UBC13 inh – human UBC13 polyubiquitination inhibition | P61088 | 0.47% of 330,000 active | inhibition, % at 20 µM | UBC13 polyubiquitin chain formation, TR-FRET; in the data active = inhibition above about 45%, passing the limit was not always enough
Target sequence (P61088 whole entry, looked up): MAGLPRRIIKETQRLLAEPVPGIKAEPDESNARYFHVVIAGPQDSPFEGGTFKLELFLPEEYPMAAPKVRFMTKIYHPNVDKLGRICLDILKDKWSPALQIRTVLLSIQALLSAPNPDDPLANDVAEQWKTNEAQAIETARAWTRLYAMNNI
SENP8 inh – SENP8 protease inhibition; Q96LD8; purified SENP8, Z-RLRGG-aminoluciferin cleavage, luminescence; inhibition, % at 10 µM; 1.2% of 330,000 active
Target sequence (Q96LD8 whole entry, looked up): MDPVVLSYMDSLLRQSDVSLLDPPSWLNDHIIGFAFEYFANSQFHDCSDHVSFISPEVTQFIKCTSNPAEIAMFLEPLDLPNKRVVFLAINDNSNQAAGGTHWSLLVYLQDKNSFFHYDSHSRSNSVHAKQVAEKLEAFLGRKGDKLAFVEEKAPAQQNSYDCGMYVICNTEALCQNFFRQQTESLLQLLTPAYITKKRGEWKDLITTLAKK
Jurkat NFkB inh – lowers PMA/ionomycin-induced NF-kB signal in Jurkat cells; PMA/ionomycin-induced NF-kB luciferase reporter, luminescence; inhibition, % at 4 µM; 0.53% of 330,000 active
SENP7 inh – blocks the human protease SENP7. Q9BQF6. recombinant SENP7, Z-RLRGG-aminoluciferin luminescence, 40 min. 1.5% of 330,000 active. AID 434973. inhibition, % at 5 µM;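 active = inhibition above about 50% at the single test dose, limit read from the data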;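 note: plate controls were DMSO with enzyme for no effect and no enzyme buffer wells for full effect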
Target sequence (Q9BQF6 706-1050 limits assumed): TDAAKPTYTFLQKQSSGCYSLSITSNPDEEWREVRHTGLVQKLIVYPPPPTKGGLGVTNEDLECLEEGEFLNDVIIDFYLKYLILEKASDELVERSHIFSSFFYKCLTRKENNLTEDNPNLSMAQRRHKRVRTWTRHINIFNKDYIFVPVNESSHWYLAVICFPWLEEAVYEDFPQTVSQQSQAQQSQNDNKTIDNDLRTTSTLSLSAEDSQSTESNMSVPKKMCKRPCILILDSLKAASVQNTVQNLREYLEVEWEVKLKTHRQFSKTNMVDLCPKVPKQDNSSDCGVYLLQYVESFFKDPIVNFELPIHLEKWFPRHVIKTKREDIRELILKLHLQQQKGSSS
697 NFkB inh – lowers PMA/ionomycin-induced NF-kB signal in 697 B cells; AID 435022; 0.33% of 330,000 active; 697 B-cell NF-kB luciferase reporter, 16 h; inhibition, % at 4 µM; in the data active = inhibition above about 35%
Apaf-1 inh – blocks human Apaf-1 apoptosome activity. inhibition, % at 20 µM. O14727. 0.71% of 330,000 active. reconstituted apoptosome caspase-3 activity, DEVD-Rh110 fluorescence; active = inhibition of at least 40% at 20 µM;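 note: plate controls were DMSO wells for no effect and DEVD-CHO caspase inhibitor wells for full effect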
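Assay system – apoptosome proteins · Medium – Hepes buffer, pH 7.5 · Also added – cytochrome c with DEVD-Rh110 · Timing – 30 min compound preincubation, 50 min activation, room temperature · Detection – Rh110 fluorescence, excitation 480 nm, emission 540 nm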
Gli-Sufu antag – blocks Gli-Sufu signaling in a luciferase reporter | Sufu-KO-LIGHT fibroblasts, Gli luciferase reporter luminescence | inhibition, % at 5 µM | 0.74% of 340,000 active;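 active = inhibition above about 55%, limit read from the data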;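 note: 0% = DMSO-treated cells and 100% = wells with medium but no cells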
HKDC1 inhibitor – HKDC1 (human) hexokinase inhibition; Q2TB90; recombinant HKDC1, G6PDH/diaphorase resazurin coupled fluorescence; inhibition, % at 20 µM; 0.16% of 340,000 active;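 active = inhibition above about 35% when tested at 20 µM, limit read from the data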;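 note: plate controls were DMSO wells with enzyme for no effect and DMSO wells lacking enzyme for full effect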
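Test system: Recombinant HKDC1 (HK5) hexokinase enzyme, produced in-house | Input: HKDC1 at 5 µg/mL | Buffer or medium: Tris pH 8.0 buffer with MgCl2, Tween-20, BSA, BME | Schedule: 90 min reaction incubation at room temperature, dark | Technique: Resazurin-to-resorufin fluorescence via G6PDH and diaphorase coupling, 525/613 nm | Controls: DMSO wells with and without enzyme mix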
The depositor's hits bear a star; . = no result given. Cut-off read from the data, not from the text of the source, unless noted: active = inhibition above about 50%; inactive = the rest. Outcome played no part in choosing rows. About 3.6% of those tested had a hit in this group.

item	Compound	UBC13 inh	SENP8 inh	Jurkat NFkB inh	SENP7 inh
1	C/C=C(\C)CN1CCN(c2ccc(C)cc2)CC1	-10	-10	-9	-5
2	CCN(CC(=O)NCc1cccs1)S(=O)(=O)c1ccc(NC(C)=O)cc1	4	-2	-12	5
3	COc1cccc(NC(=O)C2Cc3ccccc3CN2C(=O)c2ccco2)c1 (configuration not stated)	0	-3	-66	-7
4	Cc1ccc(C(=O)c2coc3ccc(O)c(CN(C)C)c23)cc1	0	-13	-4	9
5	COc1cccc(N2CCN(C(=O)c3oc4ccccc4c3NC(=O)Cc3ccc(OC)c(OC)c3)CC2)c1	-2	-7	-6	6
6	CCc1cc(=O)oc2cc(C)cc(OCC(=O)N[C@@H](CSCc3ccccc3)C(=O)O)c12	3	-4	3	6
7	CSc1ccccc1OCc1cc(C(=O)NCC(C)(C)N2CCOCC2)no1	4	-1	-18	4
8	CN(C(=O)COc1cccc(C#N)c1)C1CCS(=O)(=O)C1 (configuration not stated)	0	3	-1	10
9	COc1ccc(C2C(C(=O)N3CCN(c4ccccc4F)CC3)c3ccccc3C(=O)N2C)cc1 (configuration not stated)	-7	-8	3	-7
10	O=C(NCc1ccccc1)c1ccc(CS(=O)(=O)Cc2ccc(F)cc2)o1	3	1	2	-2

item	697 NFkB inh	Apaf-1 inh	Gli-Sufu antag	HKDC1 inhibitor
1	6	3	1	-4
2	3	2	13	-10
3	-53	19	-20	-1
4	-1	6	9	-6
5	13	14	-23	5
6	6	-5	57*	1
7	3	12	-9	-5
8	10	-6	-11	-5
9	12	11	0	-2
10	4	-2	6	0

Results in Apaf-1 inh and 697 NFkB inh, for some of the entries so far:
no.	SMILES	Apaf-1 inh	697 NFkB inh
7	CSc1ccccc1OCc1cc(C(=O)NCC(C)(C)N2CCOCC2)no1	12	3
8	CN(C(=O)COc1cccc(C#N)c1)C1CCS(=O)(=O)C1 (configuration not stated)	-6	10
9	COc1ccc(C2C(C(=O)N3CCN(c4ccccc4F)CC3)c3ccccc3C(=O)N2C)cc1 (configuration not stated)	11	12
10	O=C(NCc1ccccc1)c1ccc(CS(=O)(=O)Cc2ccc(F)cc2)o1	-2	4

Returning to the listing, repeating the three entries before the break.
item	Compound	UBC13 inh	SENP8 inh	Jurkat NFkB inh	SENP7 inh
8	CN(C(=O)COc1cccc(C#N)c1)C1CCS(=O)(=O)C1 (configuration not stated)	0	3	-1	10
9	COc1ccc(C2C(C(=O)N3CCN(c4ccccc4F)CC3)c3ccccc3C(=O)N2C)cc1 (configuration not stated)	-7	-8	3	-7
10	O=C(NCc1ccccc1)c1ccc(CS(=O)(=O)Cc2ccc(F)cc2)o1	3	1	2	-2
11	CCC(Cc1ccccc1)NC(=O)c1cc(S(=O)(=O)N2CCCCC2)c[nH]1 (configuration not stated)	7	-2	12	6
12	Cc1ccc(-c2csc(NC(=O)CSc3nc(C)cs3)n2)cc1	-11	-18	-33	-2
13	NC(=O)CSc1nc2ccccc2c(=O)n1Cc1ccccc1	4	2	5	11
14	CNc1c(NS(=O)(=O)c2ccc(Br)cc2)c(=O)oc2ccccc12	2	-6	-1	-6
15	COc1ccc(CC(=O)N2CCN(S(=O)(=O)c3ccc(Cl)s3)CC2)cc1	6	10	6	3
16	N#CCCN(Cc1cccs1)C(=O)c1ccc(Cl)cc1	-11	-10	6	-20
17	COCCn1c(=O)[nH]c2cc(C(=O)N3CCN(c4ccc(Cl)cc4)CC3)ccc2c1=O	1	-4	10	4
18	COc1ccc(Cn2nnc3c(=O)[nH]c(C4CCN(C(=O)c5ccccc5Cl)CC4)nc32)cc1	28	-3	-2	2
19	CCOc1ccc2ccccc2c1C1NC(=O)NC(C)=C1C(=O)OCCOC (configuration not stated)	-10	-1	7	-1
20	COc1ccc(CC(=O)NCCS(=O)(=O)N2CCN(c3ccccc3)CC2)cc1OC	-4	1	13	7

item	697 NFkB inh	Apaf-1 inh	Gli-Sufu antag	HKDC1 inhibitor
8	10	-6	-11	-5
9	12	11	0	-2
10	4	-2	6	0
11	7	11	6	4
12	-47	23	-52	-2
13	-7	-2	-9	0
14	10	3	-27	-3
15	16	-9	-1	-3
16	13	12	3	-2
17	-11	7	15	-4
18	6	12	20	-2
19	-19	14	-7	6
20	11	1	3	-5

(listing goes on)
item	Compound	UBC13 inh	SENP8 inh	Jurkat NFkB inh	SENP7 inh
21	O=C(CN1CCN(c2ccc(F)cc2)CC1)NC(=O)NCc1ccco1	3	3	1	7
22	COc1ccc(C(C)NC(=O)CC23CC4CC(CC(C4)C2)C3)cc1 (configuration not stated)	2	-5	-4	10
23	Cc1ccc(-n2ncc(Cl)c2C(=O)NCc2ccccc2)cc1	4	18	-53	4
24	CC(=O)c1cn(N(C)c2ncc(C(F)(F)F)cc2Cl)c(=O)[nH]c1=O	8	-9	7	8
25	Cc1cc(-c2ccc(C(C)C)c(S(=O)(=O)N3CCN(c4ccccc4)CC3)c2)on1	-8	5	53*	-3
26	O=C(O)c1nn(-c2ccccc2)nc1-c1nn(-c2ccccc2)nc1C(=O)O	2	-2	-11	-2
27	O=C(O)c1cc(Cl)c(Cl)cc1C(=O)N1CCCC1	-3	-4	9	6
28	O=C(OCc1nc2ccccc2s1)c1cc2ccccc2oc1=O	-10	-14	-46	-9
29	Cc1cc(C)cc(OCc2nnc(SCC(=O)N3CCCCC3)o2)c1	8	8	4	5
30	COc1ccc(CNC(C)C(=O)Nc2ccc3ccccc3c2)cc1OC (configuration not stated)	-6	-4	-6	11

item	697 NFkB inh	Apaf-1 inh	Gli-Sufu antag	HKDC1 inhibitor
21	13	-6	-9	13
22	-10	16	7	-3
23	-71	17	-41	1
24	0	-3	0	-13
25	-53	15	40	3
26	18	-2	-10	-6
27	17	-22	1	-8
28	-54	12	.	.
29	7	7	26	0
30	4	6	-7	1

Further entries:
item	Compound	UBC13 inh	SENP8 inh	Jurkat NFkB inh	SENP7 inh
31	Cc1cc(C(=O)C(=O)NC(C)C)c(C)n1-c1ccc([N+](=O)[O-])cc1	3	5	3	1
32	CCSC1=C(C#N)C(CC(C)C)C2=C(CCCC2=O)N1 (configuration not stated)	1	-7	-16	12
33	C[C@@H]1CN([C@@H](C)CO)C(=O)c2cc(NC(=O)C3CC3)ccc2O[C@@H]1CN(C)Cc1ccc(Cl)c(Cl)c1	8	4	-4	1
34	CCOc1ccc(CCNC(=O)CCc2c(C)nc3ncnn3c2C)cc1OCC	0	1	8	2
35	CC(=O)Nc1ccc(NC(=O)c2cc(-c3cc(C)c(C)cc3O)n[nH]2)cc1	-3	-13	-35	-15
36	CCCCCC(C)NC(=O)c1ccoc1C (configuration not stated)	-2	-7	-9	4
37	Clc1nc2c(-c3ccccc3)nnn2c2ccccc12	7	-9	-11	15
38	CCCn1c(SCC(=O)O)nc2ccccc21	-10	-8	-7	-2
39	COc1ccccc1NC1=NC(c2ccc(Cl)cc2)N=C(N)N1 (configuration not stated)	5	5	61*	9
40	Cc1c(-c2ccc(F)cc2)[n+](=O)c(-c2ccc(F)cc2)c(C)n1[O-]	4	0	-1	-1

item	697 NFkB inh	Apaf-1 inh	Gli-Sufu antag	HKDC1 inhibitor
31	29	-11	.	7
32	-48	-6	-4	-2
33	3	14	-2	1
34	8	-7	-2	-4
35	-2	-10	7	-2
36	-15	1	-6	1
37	-1	26	4	13
38	1	-3	1	-12
39	-4	6	4	-1
40	15	-6	4	-1

(listing goes on)
item	Compound	UBC13 inh	SENP8 inh	Jurkat NFkB inh	SENP7 inh
41	O=C(Nc1ccc(N2CCCCC2)c(Cl)c1)c1ncn[nH]1	2	19	-8	11
42	O=C(N=C1SC2CS(=O)(=O)CC2N1c1ccc(F)c(Cl)c1)C1CCCO1 (configuration not stated)	-5	1	-13	0
43	Cc1cccc(N2CN(Cc3ccco3)CNC2=S)c1C	-2	-4	12	3
44	CCOC(=O)COc1cc2c(C(=O)OCC)c(C)oc2cc1Br	2	-6	3	-3
45	CCCc1[nH]n(-c2nc3ccccc3s2)c(=O)c1C=NCCCN(CC)CC	6	42	-5	40
46	CC(Oc1cccc(Cl)c1)C(=O)NC1CC(C)(C)NC(C)(C)C1 (configuration not stated)	11	-4	-5	-13
47	CCN(Cc1ccccc1)Cc1cc(OC)cc(OC)c1	6	7	-3	6
48	Cn1c(-c2ccccc2)cc(=O)c2ccccc21	0	10	0	-2
49	O=C(Cn1c(NCCO)nc2ccccc21)c1ccc(Cl)cc1Cl	7	0	-1	-8
50	Cc1sc(N2CCN(S(=O)(=O)c3ccc4c(c3)NC(=O)CO4)CC2)nc1-c1ccccc1	1	2	7	3

item	697 NFkB inh	Apaf-1 inh	Gli-Sufu antag	HKDC1 inhibitor
41	-36	-2	-3	-1
42	-16	-11	-7	-4
43	1	-20	16	-2
44	-11	3	0	-4
45	3	0	5	-4
46	5	-17	14	-4
47	14	4	3	-3
48	0	-8	-6	-6
49	0	0	12	-2
50	-9	17	19	-1

Other structures follow.
item	Compound	UBC13 inh	SENP8 inh	Jurkat NFkB inh	SENP7 inh
51	COc1cc(/C=C2\SC(=S)N(CCC(=O)NCCc3ccccc3)C2=O)cc(OC)c1OC	-6	8	12	4
52	Cc1coc2c1c(C)cc1oc(=O)c(CC(=O)N[C@H](C(=O)O)C(C)C)c(C)c12	9	8	-2	3
53	COc1cc(C(=O)Nc2cccc(NC(=O)c3cccs3)c2)cc(OC)c1OC	-5	-13	-2	-3
54	CN(CC(=O)Nc1ccccc1Br)C(=O)c1ccc2c(=O)n3c(nc2c1)CCC3	1	3	9	8
55	O=C(Nc1ncc2c(n1)CC(c1ccccc1)CC2=O)c1ccco1 (configuration not stated)	-12	-5	-13	-6

item	697 NFkB inh	Apaf-1 inh	Gli-Sufu antag	HKDC1 inhibitor
51	9	11	9	-4
52	15	-1	-17	2
53	9	2	9	-3
54	17	-18	-7	-4
55	-10	-9	-1	-11
